KCNQ2 inh – KCNQ2 potassium channel inhibitors, primary screen, cell-based, CHO-K1, FluxOR thallium flux, B-score (AID 2156); 1.1% of 310,000 active; 20 min; hits give low values; O88943; B-score at 10 µM;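 active means fluorescence ratio B-score at most minus 3 library SDs, with starting brightness B-score within 2 library SDs, cut at about -5.5 in these data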
Kir21 block – blocks the mouse Kir2.1 inward-rectifier potassium channel; B-score at 10 µM; P35561; HEK293-Kir2.1, FluxOR thallium flux fluorescence; hits give low values; AID 1672; 0.85% of 310,000 active;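 active means fluorescence ratio B-score at or below minus 3 SD of library scores, with starting-brightness B-score within 2 SD, cut at about -4.2 in these data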;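 further: channel flux triggered by added potassium and thallium sulfate stimulus; B-score of peak minus minimum fluorescence over baseline after thallium stimulus; more negative B-score means stronger Kir2.1 block with less thallium influx; some compounds called inactive have numbers as strong as hits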
Target sequence (P35561 whole entry, looked up): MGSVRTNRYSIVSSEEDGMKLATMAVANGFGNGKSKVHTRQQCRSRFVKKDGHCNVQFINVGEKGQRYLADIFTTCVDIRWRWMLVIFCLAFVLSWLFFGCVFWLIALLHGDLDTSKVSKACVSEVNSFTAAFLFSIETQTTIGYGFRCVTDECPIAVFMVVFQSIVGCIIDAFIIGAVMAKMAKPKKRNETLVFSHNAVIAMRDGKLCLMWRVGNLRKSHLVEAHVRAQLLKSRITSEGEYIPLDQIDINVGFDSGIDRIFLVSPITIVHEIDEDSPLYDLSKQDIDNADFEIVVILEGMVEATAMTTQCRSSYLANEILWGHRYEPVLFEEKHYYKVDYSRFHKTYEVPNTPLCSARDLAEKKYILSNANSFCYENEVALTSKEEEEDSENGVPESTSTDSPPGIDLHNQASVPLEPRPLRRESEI
An asterisk follows results filed as active. Random draw from the library. About 1.9% of those tested had a hit in this group.

How did CC(C)(C)C1CCC(=O)N(CCOc2ccccc2)CC1 (stereo not given) do in these assays?
KCNQ2 inh: inactive; Kir21 block: -5.63*

How did CCOc1ccc(N(CC(=O)Nc2nccs2)S(=O)(=O)c2c(C)noc2C)cc1 do in these assays?
KCNQ2 inh: inactive; Kir21 block: 0.01

How did CNC(=O)/C(=C\C=C\c1ccccc1)NC(=O)c1ccc([N+](=O)[O-])cc1 do in these assays?
KCNQ2 inh: inactive; Kir21 block: 0.64

Results for O=C(Nc1nc(-c2ccccc2)c(-c2ccccc2)s1)c1ccc(S(=O)(=O)N2CCCCC2)cc1 ?
KCNQ2 inh: inactive; Kir21 block: 1.67

What do the screens show for `CC(C)C(C)NC(=O)Cn1cnc2c(oc3ccccc32)c1=O` (stereo not given)?
KCNQ2 inh: inactive; Kir21 block: 0.37

How did COc1ccccc1N(CC(=O)NC1CCCC1)S(=O)(=O)c1ccc(C)cc1 do in these assays?
KCNQ2 inh: inactive; Kir21 block: -0.14

What do the screens show for `COc1cc(NC(=O)CCN2CCN(C)CC2)cc(OC)c1`?
KCNQ2 inh: inactive; Kir21 block: -1.24

What do the screens show for `Cc1ccccc1NC(=O)c1cn(-c2ccccc2)nc1-c1ccccc1`?
KCNQ2 inh: inactive; Kir21 block: 0.23

Results for CCNC(=O)CC1SC(=Nc2cccc(Cl)c2C)N(C)C1=O (stereo not given) ?
KCNQ2 inh: inactive; Kir21 block: -0.09

Results for Cc1ccc2cc(CN(C(=O)C3CCCO3)C3CCCCC3)c(=O)[nH]c2c1 (stereo not given) ?
KCNQ2 inh: inactive; Kir21 block: 0.12

Results for CCc1ccc(N2CC(C(=O)Nc3ccccc3F)CC2=O)cc1 (stereo not given) ?
KCNQ2 inh: inactive; Kir21 block: 0.1

What do the screens show for `CCOc1ccc(-n2nnc3c(=O)n(CC(=O)NCc4ccco4)cnc32)cc1`?
KCNQ2 inh: inactive; Kir21 block: -0.02

How did O=C(Nc1ccccc1Br)c1ccc(N2CCCC2=O)cc1 do in these assays?
KCNQ2 inh: inactive; Kir21 block: -1.2

How did CCC(=O)c1ccc(N2CCN(C(=O)c3ccc(F)cc3)CC2)c(F)c1 do in these assays?
KCNQ2 inh: inactive; Kir21 block: 0.34

What do the screens show for `O=C(Nc1ccc(S(=O)(=O)N2CCOCC2)cc1)c1cc([N+](=O)[O-])ccc1Cl`?
KCNQ2 inh: inactive; Kir21 block: 1.07

How did O=C(NCc1cccnc1)C1CCN(C(=O)c2ccc(Cl)cc2Cl)CC1 do in these assays?
KCNQ2 inh: inactive; Kir21 block: -0.71

How did NC(=O)C1CCN(C(=O)/C(=C/c2ccccc2)NC(=O)c2ccccc2)CC1 do in these assays?
KCNQ2 inh: inactive; Kir21 block: -1.41

What do the screens show for `CCN1C(=O)CC(C(=O)NC)SC1=Nc1cc(Cl)c(O)c(Cl)c1` (stereo not given)?
KCNQ2 inh: inactive; Kir21 block: -0.1

What do the screens show for `CC12CC3(C)CC(C)(C1)CC(C(=O)NC(=S)NC(C)(C)C)(C2)C3`?
KCNQ2 inh: inactive; Kir21 block: -1.56

How did C[C@@H](C(=O)NCc1ccccc1)N1C(=O)C2CC=CCC2C1=O (stereo not given in full) do in these assays?
KCNQ2 inh: inactive; Kir21 block: 0.15

How did COc1ccc(CCNC(=O)/C(C#N)=C/c2cccc(OCc3ccccc3)c2)cc1OC do in these assays?
KCNQ2 inh: inactive; Kir21 block: -4.4*

How did FC(F)(F)c1cc(-c2ccco2)nc(N2CCOCC2)n1 do in these assays?
KCNQ2 inh: inactive; Kir21 block: -0.58

Results for O=C(Cn1cnc2c(nnn2Cc2ccccc2F)c1=O)NCc1ccco1 ?
KCNQ2 inh: inactive; Kir21 block: 1.25

What do the screens show for `COc1ccc(NC(=O)CN2CCN(C(=O)c3ccco3)CC2)c(OC)c1`?
KCNQ2 inh: inactive; Kir21 block: 0.41

How did O=C(c1cc2ccccc2o1)N1CCN(Cc2ccc3c(c2)OCO3)CC1 do in these assays?
KCNQ2 inh: inactive; Kir21 block: 1.15

What do the screens show for `CC/C(=N\NC(=O)Cc1ccc(Br)cc1)c1cccs1`?
KCNQ2 inh: inactive; Kir21 block: -1.93

How did Nc1c2c(nc3ccccc13)CCCC2=O do in these assays?
KCNQ2 inh: inactive; Kir21 block: 0

What do the screens show for `CC1CCN(C(=S)c2ccc3c(c2)OCO3)CC1`?
KCNQ2 inh: inactive; Kir21 block: -1.37

What do the screens show for `CN(C)CCNC(=O)C(C(=O)c1ccccc1)n1ccccc1=O` (stereo not given)?
KCNQ2 inh: inactive; Kir21 block: -0.88

What do the screens show for `CCOCCCNC(=O)c1cc2cc3cc(OC)ccc3nc2o1`?
KCNQ2 inh: inactive; Kir21 block: 1.44

Results for O=C(CSc1ccc(-c2ccco2)nn1)Nc1ccc(F)cc1F ?
KCNQ2 inh: inactive; Kir21 block: 0.23

Results for CC(C)c1cc(C(=O)NNC(=S)NC2CCCCC2)cs1 ?
KCNQ2 inh: inactive; Kir21 block: 0

How did CCOc1ccc(-c2cc(N)n(S(=O)(=O)c3ccc(OC)cc3)n2)cc1 do in these assays?
KCNQ2 inh: inactive; Kir21 block: -2.78

Results for N#CC1(Cc2ccccc2)c2ccccc2C=CN1C(=O)c1ccccc1 (stereo not given) ?
KCNQ2 inh: inactive; Kir21 block: 0.72

Results for Cc1cccc(N2CCN(S(=O)(=O)c3ccc4c(c3)CCN4C(=O)CCC(=O)O)CC2C)c1 (stereo not given) ?
KCNQ2 inh: inactive; Kir21 block: 0.76

What do the screens show for `Cc1c(NC(=O)c2c(N)sc3c2CCCC3)c(=O)n(-c2ccccc2)n1C`?
KCNQ2 inh: inactive; Kir21 block: 1.22

How did O=C1CSC(c2cn(-c3ccccc3)nc2-c2cccs2)N1Cc1ccccc1 (stereo not given) do in these assays?
KCNQ2 inh: inactive; Kir21 block: 0.24

How did O=C(CN1CCC(Cc2ccccc2)CC1)NCCc1ccc(F)cc1 do in these assays?
KCNQ2 inh: inactive; Kir21 block: -2.66

Results for CCC(C)NC(=O)c1ccccc1NC(=O)C(C)N(c1ccccc1)S(C)(=O)=O (stereo not given) ?
KCNQ2 inh: inactive; Kir21 block: 0.73

How did Cc1ccc(/C=C/C(=O)OCC(=O)N(CC(C)C)c2c(N)n(Cc3ccccc3)c(=O)[nH]c2=O)o1 do in these assays?
KCNQ2 inh: inactive; Kir21 block: -0.01

What do the screens show for `Cn1c(N2CCCC2)nc2c1c(=O)n(Cc1ccc(F)cc1)c(=O)n2C`?
KCNQ2 inh: inactive; Kir21 block: 0.75

Results for O=C(O)c1ccc(Nc2nc(-c3cccnc3)cs2)cc1 ?
KCNQ2 inh: inactive; Kir21 block: 0.13

What do the screens show for `CSc1ccc(/C=N/NC(=O)CN2CCN(Cc3ccccc3)CC2)cc1`?
KCNQ2 inh: inactive; Kir21 block: -0.26

What do the screens show for `CCC(c1nnnn1CCOC)N1CCN(Cc2ccccc2)CC1` (stereo not given)?
KCNQ2 inh: inactive; Kir21 block: 0.66

What do the screens show for `COc1ccc(-c2nc(CS(=O)(=O)CC(=O)NCCCN3CCOCC3)c(C)o2)cc1`?
KCNQ2 inh: inactive; Kir21 block: 0.3

Results for COc1ccc(C(=O)NNC2=C(C(=O)C(F)(F)F)CCC2)cc1 ?
KCNQ2 inh: inactive; Kir21 block: 1.73

What do the screens show for `COc1ccc(CN(C(=O)/C=C/C(=O)c2ccc(OC)cc2O)C(C(=O)NC2CCCCC2)c2ccncc2)cc1` (stereo not given)?
KCNQ2 inh: inactive; Kir21 block: -1.89

How did C/C(=N/NC(=O)C1CC1(c1ccccc1)c1ccccc1)c1ccco1 (stereo not given) do in these assays?
KCNQ2 inh: inactive; Kir21 block: -0.42

How did CCOc1ccccc1NC(=S)N1CCN(c2cccc(C)c2C)CC1 do in these assays?
KCNQ2 inh: inactive; Kir21 block: 0.13

What do the screens show for `Nc1ncnc(Nc2ccccn2)c1[N+](=O)[O-]`?
KCNQ2 inh: inactive; Kir21 block: -0.68

Molecules above with an NH in an aromatic ring, in the order listed:
Results for Cc1ccc2cc(CN(C(=O)C3CCCO3)C3CCCCC3)c(=O)[nH]c2c1 (stereo not given) ?
KCNQ2 inh: inactive; Kir21 block: 0.12

How did Cc1ccc(/C=C/C(=O)OCC(=O)N(CC(C)C)c2c(N)n(Cc3ccccc3)c(=O)[nH]c2=O)o1 do in these assays?
KCNQ2 inh: inactive; Kir21 block: -0.01

The list goes on:
Results for COc1ccc(-n2nc(C(=O)NCC(=O)NC(C)C)c3ccccc3c2=O)cc1Cl ?
KCNQ2 inh: inactive; Kir21 block: -0.51

What do the screens show for `Cc1nn(Cc2ccc(Cl)c(Cl)c2)c(C)c1NC(=O)c1cc(-c2ccc3c(c2)OCO3)on1`?
KCNQ2 inh: inactive; Kir21 block: 0.01

Results for COc1cccc(NC(=O)CS(=O)(=O)c2cn(CC(=O)N3CCOCC3)c3ccccc23)c1 ?
KCNQ2 inh: inactive; Kir21 block: 1.24

What do the screens show for `CCOc1ccc(CN2CCN(Cc3nc4c(s3)CCCC4)CC2CCO)cc1` (stereo not given)?
KCNQ2 inh: inactive; Kir21 block: 0.47

What do the screens show for `COc1ccc(Cl)cc1N(CC(=O)N(C)C)S(=O)(=O)c1ccc(C)c([N+](=O)[O-])c1`?
KCNQ2 inh: inactive; Kir21 block: 0.01

Results for CCS(=O)(=O)N1CCCC(C(=O)NCc2ccccc2Cl)C1 (stereo not given) ?
KCNQ2 inh: inactive; Kir21 block: -1.04

Results for C[C@@H]1C[C@H](Nc2ccccc2)c2ccccc2N1C(=O)c1cccnc1 ?
KCNQ2 inh: inactive; Kir21 block: -0.06

How did Cc1nnc(NC(=O)CSc2nnc(Cc3cccn3C)n2-c2cccc(C(F)(F)F)c2)s1 do in these assays?
KCNQ2 inh: inactive; Kir21 block: 0.66

Results for Cc1cc(C)n(CCC(=O)N2CCCC(Nc3ccc(F)cc3)C2)n1 (stereo not given) ?
KCNQ2 inh: inactive; Kir21 block: 0.87

Results for CN(CC(=O)N(CCO)Cc1ccccc1)S(=O)(=O)c1ccc2c(c1)c(=O)n(C)c(=O)n2C ?
KCNQ2 inh: inactive; Kir21 block: 1.68

What do the screens show for `Cc1cc(C)cc(N(C(=O)c2csnn2)C(C(=O)NC2CCCC2)c2cccnc2)c1` (stereo not given)?
KCNQ2 inh: inactive; Kir21 block: -1.43

Results for CCOC(=O)N1CCC(NC(=O)C2=CCN(S(=O)(=O)c3ccccc3)CC2)CC1 ?
KCNQ2 inh: inactive; Kir21 block: -0.35

How did COc1cc2c(C(=O)O)c(C)n(-c3ccccc3)c2c2ccccc12 do in these assays?
KCNQ2 inh: inactive; Kir21 block: -0.19

What do the screens show for `CCOc1ccc2ncc(C(=O)c3ccc(OC)cc3)c(N3CCN(CC)CC3)c2c1`?
KCNQ2 inh: inactive; Kir21 block: 0.36

What do the screens show for `COCCSc1ccccc1C(=O)N1CCCC(C)C1` (stereo not given)?
KCNQ2 inh: inactive; Kir21 block: 0.77

How did C=CCN(Cc1cn(C)nc1-c1cccc(Cl)c1)C1CCS(=O)(=O)C1 (stereo not given) do in these assays?
KCNQ2 inh: inactive; Kir21 block: -1.35

What do the screens show for `O=C(CSc1nc(=O)n(CCN2CCOCC2)c2c1CCCC2)Nc1cccc([N+](=O)[O-])c1`?
KCNQ2 inh: inactive; Kir21 block: 0.17

What do the screens show for `COc1ccc(/C=C/C(=O)NC(=S)Nc2ccc(Br)cn2)cc1`?
KCNQ2 inh: inactive; Kir21 block: 0.15

Results for COC(=O)C(C)N1CCC(=O)c2ccccc2S1(=O)=O (stereo not given) ?
KCNQ2 inh: inactive; Kir21 block: 1.37

What do the screens show for `Cc1cccc(C)c1NC(=S)N(Cc1ccccc1)Cc1cccnc1`?
KCNQ2 inh: inactive; Kir21 block: -1.9

Results for CNC(=O)C(=O)NCC1OCCN1S(=O)(=O)c1ccc2c(c1)OCCO2 (stereo not given) ?
KCNQ2 inh: inactive; Kir21 block: -0.1

How did COc1cc(C2c3c(oc4ccccc4c3=O)C(=O)N2c2ccc(C)cn2)ccc1O (stereo not given) do in these assays?
KCNQ2 inh: inactive; Kir21 block: 0.43

Results for CCOc1ccc(NC2CCN(C(C)=O)CC2)cc1 ?
KCNQ2 inh: inactive; Kir21 block: 0.5

What do the screens show for `COc1ccc(C2=NOC(C(=O)Nc3cc(C)on3)C2)cc1` (stereo not given)?
KCNQ2 inh: inactive; Kir21 block: -2.73

How did Cc1cccc(C(=O)Nc2c(C(=O)N(C)C)cnn2-c2ccccc2)c1 do in these assays?
KCNQ2 inh: inactive; Kir21 block: -1.01

What do the screens show for `Cc1cc(C)c(S(=O)(=O)Nc2ccccn2)c(C)c1`?
KCNQ2 inh: inactive; Kir21 block: -0.31

Results for O=C(NCc1ccc2c(c1)OCO2)c1ccc(NS(=O)(=O)c2ccc3c(c2)OCCO3)cc1 ?
KCNQ2 inh: inactive; Kir21 block: 0.69

What do the screens show for `Cn1cnnc1SCC(=O)Nc1nc(-c2ccccc2)cs1`?
KCNQ2 inh: inactive; Kir21 block: 1.35

What do the screens show for `O=C1CCCC2=C1C(c1ccccc1)CC(=O)N2c1ccc(F)cc1F` (stereo not given)?
KCNQ2 inh: inactive; Kir21 block: -1.8

Results for COc1cc(C(=O)Nc2ccc(NC(C)=O)cc2)ccc1OCc1ccccc1 ?
KCNQ2 inh: inactive; Kir21 block: 0.12

Results for COC(=O)c1ccc(NC(=O)CN2C(=O)CNC2=O)cc1 ?
KCNQ2 inh: inactive; Kir21 block: -0.48

Arranged by SMILES length (largest number first): 3 of the compounds above.
Results for COc1cccc(NC(=O)CS(=O)(=O)c2cn(CC(=O)N3CCOCC3)c3ccccc23)c1 ?
KCNQ2 inh: inactive; Kir21 block: 1.24

What do the screens show for `CC12CC3(C)CC(C)(C1)CC(C(=O)NC(=S)NC(C)(C)C)(C2)C3`?
KCNQ2 inh: inactive; Kir21 block: -1.56

How did Cc1cccc(C(=O)Nc2c(C(=O)N(C)C)cnn2-c2ccccc2)c1 do in these assays?
KCNQ2 inh: inactive; Kir21 block: -1.01

Assay outcomes deposited in PubChem BioAssay by Johns Hopkins Ion Channel Center.
